GASC1 inh: blocks human GASC-1 (KDM4C) demethylase activity; Q9H3R0; GST-KDM4C 2-372, H3K9me3 peptide, LANCE TR-FRET; inhibition, % at 12.5 µM; 0.15% of 96,000 active;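 active = mean replicate inhibition above about 25%, with at least 55% of replicates also reaching it, limit read from the data, passing the limit was not always enough; inconclusive = only one of those two conditions met; inactive = neither condition met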
Target sequence (Q9H3R0 2-372 limits assumed): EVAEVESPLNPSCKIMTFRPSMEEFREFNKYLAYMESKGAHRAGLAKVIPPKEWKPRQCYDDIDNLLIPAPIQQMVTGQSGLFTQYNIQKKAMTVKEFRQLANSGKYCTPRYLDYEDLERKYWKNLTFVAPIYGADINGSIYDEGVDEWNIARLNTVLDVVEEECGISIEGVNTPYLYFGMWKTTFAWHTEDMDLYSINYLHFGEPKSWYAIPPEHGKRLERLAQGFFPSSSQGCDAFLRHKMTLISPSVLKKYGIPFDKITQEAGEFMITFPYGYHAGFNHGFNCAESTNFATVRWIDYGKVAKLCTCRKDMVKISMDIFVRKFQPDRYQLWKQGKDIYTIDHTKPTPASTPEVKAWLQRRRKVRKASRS
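System – N-terminal GST-fused human GASC-1 (KDM4C) fragment, residues 2-372 · Input – enzyme final amount 10 nM · Technique – LANCE TR-FRET, Eu antibody, ULight-streptavidin, EDTA, ex 340 nm, em 618/671 nm · Medium – HEPES buffer, pH 7.5, plus ascorbate · Incubation – enzyme reaction 30 min, then detection 60 min, both room temperature · Reagent – H3K9me3 peptide with Fe(II)/2OG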
Pf Dd2 inh: inhibitors of Plasmodium falciparum Dd2 growth; P. falciparum Dd2 growth, SYBR Green, 72 h; stronger effect = lower value; activity change, % at 10 µM; 2.3% of 94,000 active; AID 1159554; in the data active = activity change below about -80%; inconclusive = no clear call, values can overlap the other calls
T cruzi growth: blocks T. cruzi growth in NIH3T3 culture | T. cruzi beta-gal in NIH3T3, GalScreen luminescence, 90 h | 5.9% of 77,000 active | inhibition, % at 8.34 µM;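 active = mean inhibition above about 93%, with at least 55% of replicates each passing it, limit read from the data, passing the limit was not always enough; inconclusive = only one of those two conditions holds; inactive = neither condition holds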
C diff HTS: inhibitors of Clostridium difficile growth; growth activity, negative = inhibition, % at 16 µg/mL (by protocol); Clostridium difficile clinical isolate growth, OD600, 24 h; stronger effect = lower value; 0.25% of 86,000 active;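 active = mean growth activity at or below -80% and every replicate also at or below -80%; inconclusive = mean at or below -80% but some replicate above -80%; inactive = mean growth activity above -80%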;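 also: 0% = DMSO wells and -100% = levofloxacin 16 µg/mL wells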
Active calls of the source: *; u = inconclusive; x = no result given; & = joins results of further samples. Not a hit list (roughly 6.7% active in at least one column).

Sample of the layout:
item | GASC1 inh | Pf Dd2 inh | SMILES | T cruzi growth | C diff HTS
1 | 1.5 | -4 | CN1C(=O)c2cc(NC(=O)C3CCOCC3)ccc2OC[C@@H]2O[C@H](CC(=O)O)CC[C@H]21 | 9 | 2
2 | 2.6 | -4 | CC(=O)N[C@H]1CC[C@H](CCNC(=O)C2CCCCC2)O[C@H]1CO | x | -4
3 | 3.6 | -6 | C[C@@H]1CN([C@H](C)CO)C(=O)c2cc(NC(=O)NC3CCCCC3)ccc2O[C@@H]1CN(C)S(=O)(=O)c1ccc(Cl)cc1 | 31 | -15
4 | -1.0 | 27 | COc1ccccc1NC(=O)N[C@H]1C=C[C@H](CC(=O)N[C@@H](C)c2ccccc2)O[C@H]1CO | x | 2
5 | -3.3 | -87* | C[C@@H]1CN([C@@H](C)CO)C(=O)c2cccc(NC(=O)C3CCCCC3)c2O[C@H]1CN(C)Cc1ccc(C(=O)Nc2ccccc2N)cc1 | 72 | 1

All compounds of this part, repeating the preview:
item | GASC1 inh | Pf Dd2 inh | SMILES | T cruzi growth | C diff HTS
1 | 1.5 | -4 | CN1C(=O)c2cc(NC(=O)C3CCOCC3)ccc2OC[C@@H]2O[C@H](CC(=O)O)CC[C@H]21 | 9 | 2
2 | 2.6 | -4 | CC(=O)N[C@H]1CC[C@H](CCNC(=O)C2CCCCC2)O[C@H]1CO | x | -4
3 | 3.6 | -6 | C[C@@H]1CN([C@H](C)CO)C(=O)c2cc(NC(=O)NC3CCCCC3)ccc2O[C@@H]1CN(C)S(=O)(=O)c1ccc(Cl)cc1 | 31 | -15
4 | -1.0 | 27 | COc1ccccc1NC(=O)N[C@H]1C=C[C@H](CC(=O)N[C@@H](C)c2ccccc2)O[C@H]1CO | x | 2
5 | -3.3 | -87* | C[C@@H]1CN([C@@H](C)CO)C(=O)c2cccc(NC(=O)C3CCCCC3)c2O[C@H]1CN(C)Cc1ccc(C(=O)Nc2ccccc2N)cc1 | 72 | 1
6 | -3.1 | 6 | C[C@@H]1CN([C@H](C)CO)C(=O)Cc2cc(NC(=O)Nc3cccc4ccccc34)ccc2O[C@@H]1CN(C)Cc1ccc(-c2ccccc2)cc1 | 98* | 11
7 | -1.8 | 26 | CC(=O)N(C)C[C@H]1Oc2ncc(C#Cc3ccncc3)cc2C(=O)N([C@@H](C)CO)C[C@@H]1C | x | 3
8 | -1.8 | -3 | O=C(C[C@H]1CC[C@@H](NS(=O)(=O)c2ccccc2)[C@@H](CO)O1)NCc1ccccc1F | -87 | 7
9 | 0.5 | -58 | CC(C)CC#Cc1ccc2c(c1)O[C@@H](CN(C)Cc1ccccc1F)[C@H](C)CN([C@H](C)CO)S2(=O)=O | u | x
10 | 0.8 | -26 | C[C@@H]1CCCCO[C@@H](CN(C)C(=O)C2CCCCC2)[C@H](C)CN([C@H](C)CO)C(=O)c2cc(NC(=O)CCC(F)(F)F)ccc2O1 | 54 | -6
11 | -0.1 | 14 | C[C@H](CO)N1C[C@H](C)[C@H](CN(C)S(=O)(=O)c2ccc(F)cc2)Oc2ccc(N(C)C)cc2CC1=O | x | 5
12 | 4.0 | -17 | C[C@@H]1CN([C@@H](C)CO)C(=O)Cc2cc(NS(=O)(=O)c3cn(C)cn3)ccc2O[C@H]1CN(C)Cc1ccc(-c2ccccc2)cc1 | 39 | 5
13 | 7.7 | x | CO[C@H]1CN(C)C(=O)c2ccc(NC(=O)C3CC3)cc2OC[C@@H](C)N(CCC(F)(F)F)C[C@@H]1C | -6 | x
14 | 0.5 | 12 | CCCC(=O)Nc1ccc2c(c1)C(=O)N(C)C[C@H](OC)[C@H](C)CN(C(=O)c1ccncc1)[C@H](C)CO2 | 1 | 3
15 | -2.5 | -40 | C[C@@H]1CN([C@H](C)CO)C(=O)Cc2cc(NC(=O)CCCCCC(=O)Nc3ccccc3N)ccc2O[C@H]1CN(C)S(=O)(=O)c1cccs1 | 6 | -17
16 | 0.9 | 15 | C[C@@H]1CCCCO[C@@H](CN(C)Cc2ccccc2)[C@@H](C)CN([C@H](C)CO)C(=O)c2cc(NS(C)(=O)=O)ccc2O1 | 14 | 1
17 | -0.7 | 13 | CC(C)c1cn(CC[C@@H]2CC[C@H](NS(=O)(=O)Cc3ccccc3)[C@H](CO)O2)nn1 | -38 | x
18 | 1.9 | -11 | C[C@@H]1CN([C@H](C)CO)C(=O)c2cc(-c3ccccc3F)cnc2O[C@H]1CN(C)C(=O)CN(C)C | -29 | -1
19 | -0.2 | 26 | CN1c2ccc(Br)cc2[C@@H]2[C@@H](CCN2S(=O)(=O)c2ccc(F)cc2)[C@H]1CO | 47 | -1
20 | -0.8 | -2 | O=C(C[C@@H]1CC[C@H]2[C@@H](COC[C@@H](O)CN2C(=O)Cc2ccccc2)O1)NC1CCCC1 | -25 | -1
21 | 10 | -9 | CC(C)NC(=O)Nc1cccc2c1O[C@@H](CN(C)C(=O)Nc1cccc3ccccc13)[C@@H](C)CN([C@H](C)CO)C2=O | 32 | -1
22 | -1.6 | -52 | C[C@@H]1CN([C@@H](C)CO)C(=O)c2c(c3ccccc3n2C)-c2ccccc2CO[C@@H]1CN(C)C(=O)Nc1ccccc1C(F)(F)F | x | 49
23 | -0.9 | 27 | CO[C@H]1CN(C)C(=O)c2cc(NS(=O)(=O)c3ccc(C)cc3)ccc2OC[C@H](C)NC[C@H]1C | -15 | x
24 | -9.2 | 4 | COc1ccc(C#Cc2ccc([C@H]3[C@@H](CO)N4C(=O)CN(C(=O)c5ccncc5)C[C@@H]34)cc2)cc1 | x | -4
25 | -2.4 | 40 | COc1ccc(NC(=O)N(C)C[C@H]2Oc3ccc(NS(=O)(=O)c4ccc(OC)cc4)cc3CC(=O)N([C@@H](C)CO)C[C@@H]2C)cc1 | -14 | 7
26 | 2.4 | -32 | O=C(c1ccccn1)N1CC2(C1)[C@H](c1ccccc1)[C@@H](CO)N2C(=O)C1CCCCC1 | x | -8
27 | 2.1 | 17 | C[C@@H](O)C#Cc1cnc2c(c1)C(=O)N([C@@H](C)CO)C[C@H](C)[C@H](CN(C)C(=O)CN(C)C)O2 | 61 | -2
28 | 0.6 | 22 | N#C[C@@H]1[C@@H](c2ccc(-c3ccncc3)cc2)[C@@H](CO)N1C(=O)C1CCOCC1 | 81 | -10
29 | 1.2 | 4 | COc1cccc(S(=O)(=O)N2C[C@H](O)COC[C@H]3O[C@H](CC(=O)N4CCN(C)CC4)CC[C@@H]32)c1 | -9 | x
30 | -0.6 | -82* | C[C@H](CO)N1C[C@H](C)[C@@H](CN(C)C(=O)N[C@H](C)c2ccccc2)OCc2ccccc2-c2c(n(C)c3ccccc23)C1=O | 71 | 12
31 | -2.9 | 1 | CC(=O)N1[C@@H](CO)[C@@H](c2ccccc2)C12CN(C(=O)c1ccccc1)C2 | x | 5
32 | -2.6 | -47 | C[C@@H]1CN([C@H](C)CO)C(=O)c2cc(NC(=O)CCCCCC(=O)Nc3ccccc3N)ccc2O[C@@H]1CN(C)Cc1ccc(Cl)c(Cl)c1 | 78 | x
33 | 0.6 | -61 | C[C@H](CO)N1C[C@H](C)[C@@H](CN(C)C(=O)Nc2ccc3c(c2)OCO3)OCCCC[C@H](C)Oc2ccc(NC(=O)C3CCCCC3)cc2C1=O | 51 | -2
34 | 3.6 | 7 | O=C(C[C@@H]1CC[C@H]2[C@@H](COC[C@H](O)CN2Cc2cccc(F)c2)O1)NCCc1ccncc1 | 3 | x
35 | -0.1 | -6 | C[C@@H]1CN([C@H](C)CO)C(=O)c2cccc(NC(=O)C3CCCCC3)c2O[C@H]1CN(C)C(=O)Nc1ccc(F)cc1 | -7 | 2
36 | -3.3 | 13 | COc1cccc(CNC(=O)C[C@@H]2C=C[C@H](NS(=O)(=O)c3ccccc3OC)[C@@H](CO)O2)c1 | 27 | 0
37 | 3.1 | 5 | C[C@H](CO)N1C[C@H](C)[C@@H](CN(C)S(=O)(=O)c2cn(C)cn2)Oc2c(NC(=O)c3ccc(-c4nccs4)cc3)cccc2C1=O | 15 | -2
38 | -0.9 | 16 | O=C(C[C@H]1C=C[C@H](NC(=O)Nc2ccccc2F)[C@H](CO)O1)NCc1ccccc1 | x | 1
39 | -1.2 | 30 | COc1ccc(S(=O)(=O)N2CCCCN3[C@H](C2)[C@H](c2ccc(-c4cccnc4)cc2)[C@@H]3CO)cc1 | 104* | -4
40 | -1.1 | -11 | CO[C@@H]1CN(C)C(=O)c2cc(NC(=O)C3CCCCC3)ccc2OC[C@@H](C)NC[C@@H]1C | 53 | x
41 | 3.4 | 6 | COCC(=O)NC[C@@H]1[C@@H](c2ccccc2)[C@@H](CO)N1C(=O)c1ccccc1 | 7 | 1
42 | -0.4 | -5 | O=C(C[C@@H]1CC[C@H]2[C@@H](COC[C@H](O)CN2C(=O)Nc2ccc(F)cc2)O1)NCCc1ccccc1 | 2 | 1&-2
43 | 2.6 | 15 | CO[C@H]1CN(C)C(=O)c2ccc(NS(=O)(=O)c3ccccc3)cc2OC[C@H](C)N(Cc2ccccn2)C[C@@H]1C | x | x
44 | -0.6 | 20 | COc1ccc(-c2cnc3c(c2)C(=O)N([C@H](C)CO)C[C@H](C)[C@H](CN(C)S(=O)(=O)c2cn(C)cn2)O3)cc1 | -22 | -1
45 | -2.0 | -89* | C[C@@H]1CN([C@@H](C)CO)S(=O)(=O)c2ccc(/C=C/c3ccccc3)cc2O[C@H]1CN(C)Cc1cncnc1 | 121* | -7
46 | -0.2 | -41 | C[C@@H]1CCCCO[C@H](CN(C)C(=O)c2ccncc2)[C@H](C)CN([C@H](C)CO)C(=O)c2cc(NS(=O)(=O)c3ccc(Cl)cc3)ccc2O1 | 16 | x
47 | -0.8 | -10&16 | COc1ccccc1NC(=O)N(C)C[C@@H]1OCc2cn(nn2)CCCC(=O)N([C@H](C)CO)C[C@H]1C | 1&-1 | 2&-3
48 | 0.5 | -19 | C[C@@H]1CN([C@@H](C)CO)C(=O)c2cc(C3=CCCCC3)cnc2O[C@H]1CN(C)C(=O)Cc1ccncc1 | x | 2
49 | 0.8 | -42 | CCC(=O)N1CC2(C1)[C@H](c1ccc(-c3ccccc3C)cc1)[C@H](CO)N2C(=O)CC | x | 0
50 | -0.7 | -75 | COc1ccc(NC(=O)Nc2ccc3c(c2)C(=O)N([C@H](C)CO)C[C@@H](C)[C@H](CN(C)S(=O)(=O)c2ccc(C)cc2)OCCCC[C@@H](C)O3)cc1 | x | x

Remaining list, next part:
item | GASC1 inh | Pf Dd2 inh | SMILES | T cruzi growth | C diff HTS
51 | 1.6 | 7 | CCC(=O)N(C)C[C@H]1Oc2cc(-c3ccc(C)cc3)ccc2S(=O)(=O)N([C@@H](C)CO)C[C@H]1C | 51 | -7
52 | -1.1 | -33 | C[C@H]1CN([C@@H](C)CO)C(=O)Cc2cc(NS(=O)(=O)c3cn(C)cn3)ccc2O[C@H]1CN(C)C(=O)Nc1ccccc1 | 15 | 1
53 | 0.2 | -4 | Cc1noc(C)c1S(=O)(=O)Nc1cccc2c1O[C@@H](CN(C)C(=O)NC1CCCCC1)[C@@H](C)CN([C@H](C)CO)C2=O | 86 | x
54 | 3.4 | -53 | C[C@H](CO)N1C[C@H](C)[C@H](CN(C)C(=O)Nc2ccc3c(c2)OCO3)Oc2c(NS(=O)(=O)c3ccc(F)cc3)cccc2C1=O | 15 | 0
55 | 0.0 | -38 | C[C@@H](NC(=O)N(C)C[C@@H]1OCc2ccccc2-c2c(n(C)c3ccccc23)C(=O)N([C@@H](C)CO)C[C@@H]1C)c1ccccc1 | 25 | 4
56 | 0.0 | 4 | O=C(c1cnccn1)N1CC(=O)N2[C@H](CO)[C@@H](c3ccc(-c4cccc(F)c4)cc3)[C@H]2C1 | x | -1
57 | 0.1 | 2 | C/C=C/c1cnc2c(c1)C(=O)N([C@@H](C)CO)C[C@H](C)[C@@H](CN(C)C(=O)Cc1ccccc1)O2 | 13 | 3
58 | -0.9 | -28 | CCC(=O)Nc1ccc2c(c1)C(=O)N(C)C[C@@H](OC)[C@@H](C)CN(CC1CCOCC1)[C@@H](C)CO2 | 17 | -1
59 | 1.2 | 29 | C[C@@H]1CN([C@H](C)CO)C(=O)c2cc(NC(=O)C3CC3)ccc2O[C@@H]1CN(C)Cc1ccc(Cl)c(Cl)c1 | 55 | 2
60 | -0.2 | -4 | CO[C@@H]1CN(C)C(=O)c2cc(NC(=O)Nc3cccc(Cl)c3)ccc2OC[C@@H](C)N(C)C[C@@H]1C | -128 | -2

2 records picked at random from the list so far, as already listed:
item | GASC1 inh | Pf Dd2 inh | SMILES | T cruzi growth | C diff HTS
52 | -1.1 | -33 | C[C@H]1CN([C@@H](C)CO)C(=O)Cc2cc(NS(=O)(=O)c3cn(C)cn3)ccc2O[C@H]1CN(C)C(=O)Nc1ccccc1 | 15 | 1
60 | -0.2 | -4 | CO[C@@H]1CN(C)C(=O)c2cc(NC(=O)Nc3cccc(Cl)c3)ccc2OC[C@@H](C)N(C)C[C@@H]1C | -128 | -2
